D2 antagonist: HTS Assay for Allosteric Antagonists of the Human D2 Dopamine Receptor: Primary Screen for Antagonists | 340,000 compounds, 2% hits | AID 485344, 2010 | HEK293 TREx D2 cells, calcium flux, dopamine EC80 | inhibition, % at 10 µM; in the data active = inhibition above about 30%; also: 0% is about no effect
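Cells plated overnight at 30 C with tetracycline; no-wash calcium dye, 30–90 min RT; 10 s baseline; compound pinned; 180 s read; EC80 dopamine added; another 180 s read.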
TRHR ag: qHTS for Small Molecule Agonists and Allosteric Enhancers of Human TRH Receptor: Primary Screen for Agonists; activation, % at 2 µM; 360,000 compounds, 0.18% hits; TRHR cells, calcium flux fluo-8, FDSS agonist mode; in the data active = activation above about 30%; also: 0% is about no effect
Target sequence (P34981 whole entry, looked up): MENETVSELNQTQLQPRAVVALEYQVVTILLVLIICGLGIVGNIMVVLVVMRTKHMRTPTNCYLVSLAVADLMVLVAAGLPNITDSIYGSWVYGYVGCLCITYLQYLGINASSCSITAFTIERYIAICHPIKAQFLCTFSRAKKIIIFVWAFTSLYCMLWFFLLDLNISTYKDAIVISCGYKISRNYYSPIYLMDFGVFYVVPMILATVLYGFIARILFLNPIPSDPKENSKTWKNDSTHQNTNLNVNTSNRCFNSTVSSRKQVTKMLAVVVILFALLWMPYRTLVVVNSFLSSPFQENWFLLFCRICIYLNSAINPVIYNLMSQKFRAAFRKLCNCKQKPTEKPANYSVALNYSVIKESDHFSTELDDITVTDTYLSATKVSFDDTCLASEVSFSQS
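TRHR-expressing cells loaded with fluo-8 calcium dye; 23 nL library compound pin-transferred, kinetic FDSS fluorescence (Ex 480/Em 530) recorded about 180 s for agonist-induced calcium release, before a 10 nM TRH EC20 addition for potentiator mode.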
TrxR1 inh: qHTS Assay for Inhibitors of Mammalian Selenoprotein Thioredoxin Reductase 1 (TrxR1): qHTS | recombinant rTrxR1, NADPH fluorescence consumption, selenite substrate | 390,000 compounds, 1% hits | Potency, µM (titrated, usually from 114 µM), inactives show top-dose activity change, negative = inhibition, hits mostly inhibitors | Thioredoxin reductase 1, cytoplasmic (Rattus norvegicus), O89049; also: potency is read from the fitted curve at half-maximal effect; % is scaled to controls: 0 for no effect and ±100 for the full control effect; nearly all actives have a fitted effect of over 65% in size
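Rat TrxR1 (90 nM in the dispensed reagent) was pre-reduced with 400 uM NADPH for 5 min at room temperature, then incubated with compound for 15 min. After 400 uM selenite was added, NADPH fluorescence (Ex 340/Em 450 nm) was followed for 8 min.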
USP1 inh: Inhibitors of USP1/UAF1: Primary Screen. Ubiquitin carboxyl-terminal hydrolase 1 (Homo sapiens), O94782. recombinant USP1/UAF1, Ub-Rhodamine cleavage fluorescence. Potency, µM (series often up to 57.1 µM), for the others: at the highest dose activity change, negative = inhibition, actives largely listed as inhibitors. 390,000 compounds, 0.23% hits. AID 743255, 2014; also: potency is read from the fitted curve at half-maximal effect; % is scaled to controls: 0 for no effect and ±100 for the full control effect; nearly all actives have a fitted effect of over 60% in size; inactives centre near -12
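High-throughput fluorogenic screen: 1nM USP1/UAF1 complex, Ub-Rho substrate 150nM final, 50mM HEPES pH 7.8 with 0.5mM EDTA, 0.1 mg/ml BSA, 1mM TCEP and 0.01% Tween-20.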
Pin1 inhibitor: qHTS Assay to Find Inhibitors of Pin1. AID 504891, 2011. Potency, µM (top dose mostly 115 µM), for inactives: at the highest dose activity, negative = inhibition, actives largely listed as inhibitors. Peptidyl-prolyl cis-trans isomerase NIMA-interacting 1 (Homo sapiens), Q13526. Pin1 FP peptide displacement, HiFluor488, 10 min. 390,000 compounds, 0.009% hits; active = well fitted inhibition curve with a large enough effect in the polarisation, with a control signal flat, not every such curve was filed as active; inconclusive = small, poorly fitted or top-dose-only effect, or effect the other way, or a change in a side signal; inactive = no such curve, though single readings can be large or run the other way; the % refers to the polarisation; also: potency is read from the fitted curve at half-maximal effect; % is scaled to controls: 0 for no effect and ±100 for the full control effect
Target sequence (Q13526 whole entry, looked up): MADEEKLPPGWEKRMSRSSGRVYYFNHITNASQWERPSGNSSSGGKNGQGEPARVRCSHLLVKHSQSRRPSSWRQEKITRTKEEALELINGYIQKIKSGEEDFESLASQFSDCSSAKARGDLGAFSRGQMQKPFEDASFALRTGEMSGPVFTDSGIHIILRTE
TrxR1 substrate: qHTS Assay for Substrates of Mammalian Selenoprotein Thioredoxin Reductase 1 (TrxR1): qHTS | 390,000 compounds, 0.01% hits | Thioredoxin reductase 1, cytoplasmic (Rattus norvegicus), O89049 | Potency, µM (titrated, usually from 114 µM), for inactives: at the top dose activity change, negative = substrate turnover | AID 588456, 2011 | purified TrxR1 substrate turnover, NADPH consumption readout; also: potency is read from the fitted curve at half-maximal effect; % is scaled to controls: 0 for no effect and ±100 for the full control effect; nearly all actives have a fitted effect of over 50% in size
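Rat TrxR1, dispensed at 90 nM, was prereduced with 400 uM NADPH (final) for 5 min at ~22 deg C, then incubated with compound 15 min before 400 uM selenite. A first-read NADPH fluorescence drop versus no-compound background flagged substrates.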
mIDH1 inhibitor: qHTS for Inhibitors of mutant isocitrate dehydrogenase 1 (IDH1): qHTS; 390,000 compounds, 0.093% hits; Isocitrate dehydrogenase [NADP] cytoplasmic (Homo sapiens), O75874; IDH1-R132H enzyme, NADPH consumption, diaphorase/resazurin fluorescence; Potency, µM (titrated, usually from 76.6 µM), without a hit: top-dose activity change, negative = inhibition, actives largely listed as inhibitors; also: potency is read from the fitted curve at half-maximal effect; % is scaled to controls: 0 for no effect and ±100 for the full control effect; nearly all actives have a fitted effect of over 65% in size
Target sequence (O75874 whole entry R132H, stated change not applied): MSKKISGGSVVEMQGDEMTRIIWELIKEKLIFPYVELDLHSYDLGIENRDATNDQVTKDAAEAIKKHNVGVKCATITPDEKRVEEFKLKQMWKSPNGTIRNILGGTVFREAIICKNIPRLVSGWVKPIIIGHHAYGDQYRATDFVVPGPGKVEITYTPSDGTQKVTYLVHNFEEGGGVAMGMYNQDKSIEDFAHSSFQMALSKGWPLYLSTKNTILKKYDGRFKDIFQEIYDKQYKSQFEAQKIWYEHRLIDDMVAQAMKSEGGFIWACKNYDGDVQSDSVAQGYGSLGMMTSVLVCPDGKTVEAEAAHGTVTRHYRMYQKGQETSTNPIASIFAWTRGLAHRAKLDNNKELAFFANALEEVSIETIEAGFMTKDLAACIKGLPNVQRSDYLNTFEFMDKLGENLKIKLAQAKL
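IDH1-R132H (0.5 ug/mL dispensed) in pH 7.5 Tris buffer was preincubated 30 min with compound, then given a substrate mix of 0.016 mM NADPH and 2 mM alpha-KG for 80 min at room temperature; remaining NADPH was read by diaphorase/resazurin fluorescence.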
TRHR enhancer: qHTS for Small Molecule Agonists and Allosteric Enhancers of Human TRH Receptor: Primary Screen for Enhancers | Thyrotropin-releasing hormone receptor (Homo sapiens), P34981 | TRHR cells, fluo-8 calcium fluorescence, EC20 TRH enhancement | enhancement, % at 2 µM | 360,000 compounds, 0.66% hits | AID 493056, 2011; in the data active = enhancement above about 30%; also: 0% is about no effect
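TRHR-expressing cells loaded with fluo-8 calcium dye were read kinetically (ex 480/em 530) during compound addition, then stimulated with an EC20 of TRH (10 nM final). Enhancement of the Gq-mediated intracellular calcium response was scored.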
D2 ag: HTS Assay for Allosteric Agonists of the Human D2 Dopamine Receptor: Primary Screen for Agonists; D(2) dopamine receptor (Homo sapiens), P14416; HEK293 T-REx D2 cells, calcium flux agonist mode; activation, % at 2 µM; 340,000 compounds, 0.53% hits;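 active = activation over 3 SD above normal in the single-dose calcium agonist read, cut at about 30% in these data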; also: 0% is about no effect
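Calcium-flux readout, 1 cycle/sec over 180 s following compound pin transfer, in inducible HEK293 Trex D2 cells (force-coupled); dopamine controls included. Positive calcium responses during this window marked compounds as potential agonists.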
* = called active by the depositor; ? = inconclusive; / = not tested or not shown; & = joins results of further samples; [ ] = another dose, or the depositor's remark. Unless noted, calls follow the shape of the dose curve; as a rule, active = well fitted inhibition curve with a large enough effect; inconclusive = small, poorly fitted or top-dose-only effect; inactive = no such curve, though single readings can be large or run the other way. A portion of the library, so the mix of outcomes need not match the whole.

The line under a structure holds: mIDH1 inhibitor, TRHR ag, USP1 inh, TrxR1 inh, D2 antagonist, Pin1 inhibitor, TrxR1 substrate, D2 ag, TRHR enhancer
> CCOC(=O)c1noc2ncn(CC(=O)Nc3ccc(C)c(F)c3)c(=O)c12
    -8%, -0.1, -9%, 16%[57.1 µM], /, 1%, -1%[57.1 µM], 0.8, -2
> NC(=O)CCC(=O)N1CCCC(C(=O)c2ccc3c4c(cccc24)CC3)C1 (centres undefined)
    6%, -0.2, -23%, 15%, -19, -5%, 28%, -0.5, 5
> COc1ccc(-c2noc3c2-c2nc(-c4ccccc4Cl)sc2CC3)cc1
    0%, /, -29%, 20%, /, -1%, 10%[57.1 µM], /, /
> Cc1ccccc1-c1cc(C(=O)NCc2ccc3c(c2)OCO3)nn1CC1CC(c2cccc([N+](=O)[O-])c2)=NO1 (centres undefined)
    -1%, /, -2%, 16%, /, 3%, 2%, /, /
> C/C(=N\NC(=O)C(O)c1ccccc1)c1cccnc1 (centres undefined)
    10%, 0.8, -3%, 22%, 0, -5%, 1%, 0.3, -2
> O=C(Nc1cccnc1)C1COc2ccccc2O1 (centres undefined)
    0%, -1.2, -5%, 25%, 20, -4%, 6%, 0.1, 10
> N#Cc1ccccc1CSc1nnc(Cc2ccccc2)o1
    8%, -0.3, -15%, -20%, 0, 0%, -7%, -0.5, 17
> CC1CCCCC1NC(=O)CCNS(=O)(=O)c1ccc2c(c1)CCC(=O)N2 (centres undefined)
    -3%, 0.0, -19%, -1%, -23, -4%, -6%, 2.5, 4
> Cc1cc(N2C(=O)C3C4C=CC(C4)C3C2=O)ccc1Br (centres undefined)
    16%, -0.6, -17%, -3%, -6, -11%, -1%, -1.1, -4
> COc1ccccc1N=Nc1nc(-c2ccccc2)c(-c2ccccc2)[nH]1
    0%, 0.5, -22%, 16%, 2, ?, -5%, -0.5, -5
> CC(=O)c1cccc(NC(=O)C(OC(=O)c2cccc(S(=O)(=O)N(C)c3ccccc3)c2)c2ccccc2)c1 (centres undefined)
    3%, 0.6, -21%, 16%, 9, 30%[activator], 3%[57.1 µM], 1.1, 0
> N#Cc1nc(-c2ccccc2F)oc1N1CCN(C(=O)c2ccco2)CC1
    5%, -0.4, -12%, -5%, -18, 10%, 221%[activator], -3.0, 1
> COc1ccccc1N1CCN(C(=O)c2cn(C)c3ccc(S(=O)(=O)N4CCOCC4)cc3c2=O)CC1
    2%&-2%, 0.3&0.6, -25%&-18%, ?, 1, -2%&-11%, 7%&-5%, 0.5&-0.9, 7&-8
> COc1cc2c(cc1NC(=O)COC(=O)Cn1cnc3ccccc31)oc1ccccc12
    7%, -0.4, -3%, 23%[11.4 µM], -4, 21%, 6%[57.1 µM], 0.8, 2
> Cc1cc(C)nc(/N=C2\NC(=O)CC(C(=O)O)N2c2ccc(F)c(Cl)c2)n1 (centres undefined)
    /, 0.3, /, /, -1, /, /, 1.2, -2
> CN1C(c2ccccc2)CCOS1(=O)=O (centres undefined)
    10%, 0.2, -23%, 1%[57.1 µM], -1, -9%, 3%[57.1 µM], 0.1, -6
> CCCn1nnc(NC(=O)c2ccc(-c3ccccc3)cc2)n1
    2%, -0.6, -3%, 14%[2.29 µM], -11, -14%, 6%[2.29 µM], -0.3, -2
> COC(=O)c1ccc(NC(=S)N2CCN(Cc3ccccc3OC)CC2)cc1
    -8%, 0.3, -27%, 17%, -9, 0%, 5%, 0.9, 6
> O=C(Nc1c(C(=O)Nc2ccc3c(c2)OCCO3)cnn1-c1ccccc1Cl)c1ccco1
    8%, -0.6, -13%, 13%, 27, 1%, 6%, 0.2, 9
> CCOC(=O)N1C2=NC(C(=O)OC)=C(C(=O)OC)[C@@H]3N(C)c4ccccc4[C@]23C[C@H]1C(=O)OC
    -2%, 0.2, -17%, 20%, 3, -6%, 9%, -0.6, 5
> COc1cccc(CC(=O)Nc2ccc(S(=O)(=O)N3CCOCC3)cc2)c1
    -7%, -0.3, -1%, 13%, 14, 2%, -7%[57.1 µM], 0.5, 4
> O=C(NC1CC(=O)c2sccc21)c1cccc(C(F)(F)F)c1 (centres undefined)
    3%, -1.9, -5%, 23%[57.1 µM], /, -6%, 7%[57.1 µM], /, -2
> COC(=O)COc1cccc2c(=O)n(CC(=O)N3CCCc4ccccc43)ccc12
    -7%, 0.1, -1%, -5%[57.1 µM], 31*, -5%, -5%[57.1 µM], 0.0, 2
> O=C(O)C1CC(=O)N(c2ccc(F)cc2)C1 (centres undefined)
    2%, 1.2, -18%, 18%[57.1 µM], -6, -3%, 14%[57.1 µM], 0.6, 5
> COc1ccc(CNc2oc(Cc3cccc4ccccc34)nc2C#N)cc1
    -4%, 0.4, -6%, -14%, 10, -3%, -15%, 0.2, -4
> Nc1cc(=O)[nH]c(SC/C=C/c2ccccc2)n1
    2%, /, -6%, 16%[57.1 µM], /, 1%, 10%[57.1 µM], /, /
> COc1ccc2c(Cl)c(-c3nnc4n3CCCCC4)sc2c1
    8%, 1.1, -1%, -8%, 5, 0%, -8%, 1.4, -6
> COC(=O)C1OC2(OC1C(=O)OC)c1ccccc1-c1ccccc12 (centres undefined)
    3%, -1.1, -13%, 9%[57.1 µM], -4, -9%, -8%, -1.2, -8
> CN(C)/C=C/C(=O)c1ccc(S(=O)c2ccccc2)cc1 (centres undefined)
    3%, 0.3, -17%, -5%, 1, 13%, -11%, -0.4, -2
> COc1ccc(NC(=O)COC(=O)CCNS(=O)(=O)c2ccc(Cl)cc2)cc1
    2%, 0.0, 2%, 5%, -5, 4%, -2%, 0.2, 1
> CC(Oc1ccc(Cl)cc1Cl)C(=O)NNC(=O)C(=O)N1CCCC1 (centres undefined)
    4%, 0.0, -17%, 23%, 8, 0%, 5%, -2.0, -1
> CCOC(=O)Cc1csc(NC(=O)NC2(C(F)(F)F)Oc3ccc(Cl)cc3O2)n1 (centres undefined)
    0%, -0.4, -7%, 8.9µM*, -2, 3%, 8%[57.1 µM], -0.5, -1
> COc1ccc(OC)c(CNC(=O)c2cc3cc4ccc(OC)cc4nc3o2)c1
    11%, -0.5, -26%, 19%, /, 0%, 7%, -0.4, 5
> Cc1cccc(NC(=O)N2C3CCCC2CC(NC(=O)C(C)(C)C)C3)c1 (centres undefined)
    0%, 0.2, -24%, 21%, 8, -3%, 3%, 0.0, -7
> O=C(c1ccc(Cl)cc1)N1N=C(c2ccccn2)CC1(O)C(F)(F)F (centres undefined)
    -2%, -0.6, -27%, 19%, -4, 24%, 2%, 0.1, -14
> Cc1nnc2sc(-c3ccco3)nn12
    2%, 0.5, -7%, -8%, 2, 5%, -6%, 0.6, 3
> COc1ccc(OC)c(NC(=O)Nc2cccnc2)c1
    -6%, -0.1, -13%, 12%, 10, -11%, 4%, 1.3, -7
> CC(NC(=O)c1ccc2c(c1)OCO2)C1CCCO1 (centres undefined)
    7%, 0.0, -1%, 8%, -5, -12%, 13%[57.1 µM], -0.2, 18
> COc1ccc(-c2csc(NC(=O)c3cc(-c4cccs4)nc4ccccc34)n2)c(OC)c1
    -2%, 0.9, -5%, -14%, 17, 11%, -15%, 1.2, 11
> CCOC(=O)CCCNC(=O)COC(=O)c1cccc(C)c1O
    5%, -0.3, -14%, -15%, 4, -11%, -6%, -0.9, -2
> COc1ccc(C(=O)NCCc2c[nH]c3ccccc23)cc1
    0%, -0.4, -16%, 4%, -13, -7%, 0%, 0.9, 1
> COc1ccc(S(=O)(=O)N(C)c2ccc(C(=O)N3CCN(C)CC3)cc2)cc1
    2%, 1.0, -17%, -6%, -6, 24%, -1%, 0.0, -25
> OCCN1CCN(c2nc(NCc3ccco3)c3ccccc3n2)CC1
    3%, 0.5, 0%, -21%, 28, 2%, 13%, -0.3, -2
> CC(C)(C)OC(=O)N1CCN(C(=O)c2[nH]cnc2C(=O)N[C@@H](Cc2ccccc2)C(=O)OCc2ccccc2)CC1
    11%, -0.4, ?, -7%, -24, -6%, -16%, 22, -11
> CC(C)c1ccc(/C=N/Nc2ccc(C(=O)O)cc2)cc1
    0%, -0.6, -16%, -15%, -19, -2%, -6%, -0.1, 3
> Cc1cc(S(=O)(=O)Nc2ccc(C(=O)NCCCn3ccnc3)cc2)ccc1F
    6%, -0.1, -11%, 16%, -1, 1%, 4%, 1.9, -4
> COC(=O)C1C2CCC(C2)C1C(=O)OCC(=O)c1ccc(C)cc1 (centres undefined)
    0%, -1.0, -15%, -2%, /, 7%, -5%, /, 6
> CC(=NC1CCCCC1)C1=C(O)c2ccccc2C1=O
    4%, -1.0, -22%, 2%, 11, -10%, 0%, -0.7, -5
> NS(=O)(=O)c1ccc(CCn2c(=S)[nH]c3ccc(F)cc3c2=O)cc1
    0%, 0.2, -10%, -10%[57.1 µM], -16, 10%, -8%, 1.7, 22
> CCCS(=O)(=O)N1CCCC(C(=O)NCCc2ccc(OC)c(OC)c2)C1 (centres undefined)
    1%, 0.3, -24%, -1%, 8, -3%, -1%, -0.5, -2

Bioassay records from PubChem.
